SV40 large T antigen: TAg ATPase/helicase activity blockers – biochemical (AID 1903); hit rate 0.39% among 310,000; one-dose inhibition, % at 20 µM; IC50 in µM for titrated hits; SV40 large T antigen ATPase/helicase inhibition assay; higher % means a stronger effect; in the data active means a potency from the dose series; inconclusive means inhibition mostly from about 32% at the one dose, without a potency; inactive means the rest, 99 in 100 with inhibition below about 32%; further: strong numbers were not always called active
RSV antiviral HEp-2: inhibition of RSV-induced cytopathic effect – HEp-2 cells, primary 10 µM value included (AID 2391). hit rate 0.13% among 310,000. CPE inhibition, % at 10 µM; hits with a dose series show IC50 in µM. HEp-2 cells, RSV-induced CPE inhibition; higher % means a stronger effect; in the data active means a potency from the dose series; inconclusive means CPE inhibition mostly from about 23% at the one dose, without a potency; inactive means the rest, 99 in 100 with CPE inhibition below about 21%; further: strong numbers were not always called active
HIV fusion peptide: cell-free HIV fusion peptide-binding blockers – biochemical, uHTS, fluorescence dequenching, primary screen (AID 1986); cell-free peptide binding, fluorescence dequenching, 30 min; higher % means a stronger effect; inhibition, % at 20 µM; hits with a dose series show IC50 in µM; hit rate 0.3% among 290,000; in the data active means inhibition mostly above about 52%, no sharp cut-off; inactive means mostly below about 76%; further: some results filed as inactive read as strong as hits
MgcRacGAP inhibition: MgcRacGAP GTPase-activating activity inhibitors, confirmation, biochemical, ADP Hunter fluorescence; inhibition, % at 30 µM; hits with a dose series show IC50 in µM; MgcRacGAP-stimulated Rac1 GTP hydrolysis, ADP Hunter fluorescence; higher % means a stronger effect; GST-tagged Rac1 F28L mutant substrate; hit rate 0.6% among 340,000;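 active means first-screen hits whose inhibition reached a set limit at any dose in the follow-up dose series; inconclusive means inhibition above the set first-screen limit but never retested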;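 further: fluorescence reports GDP produced by GAP-driven GTP hydrolysis; strong numbers were not always called active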
NS5 inhibitors: flavivirus cap methylation enzyme inhibition – biochemical, confirmation dose response, primary screen (AID 588689); hit rate 0.3% among 340,000; Dengue-2 NS5 methyltransferase capping enzyme assay, biochemical; higher % means a stronger effect; inhibition, % at 25 µM; hits with a dose series show IC50 in µM; in the data active means a potency from the dose series; inconclusive means inhibition above about 29% without an active follow-up result
AID2073: disruptors of CaV2.2 binding to Mint1 – biochemical, HTRF (AID 2073) | hit rate 0.19% among 290,000 | HTRF protein-protein interaction, Mint1-CaV2.2; higher % means a stronger effect | inhibition, % at 20 µM, or IC50 in µM where a hit was titrated; in the data active means inhibition mostly above about 51%, no sharp cut-off; inconclusive means no clear call, values can overlap the other calls; inactive means mostly below about 53%; further: some results filed as inactive read as strong as hits
XIAP displacement: XIAP antagonists, biochemical, IAP family, fluorescence polarization (AID 1018) | hit rate 0.007% among 200,000 | one-dose displacement, % at 20 µM; IC50 in µM for titrated hits | XIAP BIR domain, fluorescence polarization peptide displacement; higher % means a stronger effect; in the data active means displacement above about 50%; further: a part of the inactive calls stands beside numbers as strong as those of hits
LYP phosphatase: PTPN22 lymphoid phosphatase activity blockers – biochemical, fluorescence intensity, uHTS (AID 1779). inhibition, % at 11.5 µM, or IC50 in µM where a hit was titrated. hit rate 0.054% among 290,000. recombinant LYP phosphatase, fluorescence intensity; higher % means a stronger effect; in the data active means inhibition above about 50%;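 further: plate controls were vehicle with enzyme for no effect and no enzyme for full effect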
SIAH1 antagonists: blockers of Siah-1 interaction with plectin peptide – biochemical, fluorescence polarization, rhodamine-plectin, uHTS, primary screen (AID 1817); displacement, % at 20 µM, or IC50 in µM where a hit was titrated; hit rate 0.02% among 290,000; Siah-1 / rhodamine-plectin peptide fluorescence polarization; higher % means a stronger effect;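 active means displacement of at least 50% at 20 µM, with a fluorescence ratio check between 0.3 and a set limit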;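 further: plate controls were Siah plus tracer with DMSO for no effect and tracer alone without Siah for full effect; strong numbers were not always called active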
NS5 inhibitors pilot replicate: also measured in NS5 inhibitors; calls as there; inhibition, %; measured here: pilot screen replicate inhibition
Starred values were filed as active, the others as inactive; ? = inconclusive; nt = not tested or not shown.

SMILES	SV40 large T antigen	RSV antiviral HEp-2	HIV fusion peptide	MgcRacGAP inhibition	NS5 inhibitors	AID2073	XIAP displacement	LYP phosphatase	SIAH1 antagonists	others
O=C(/C=C/c1cn(-c2ccccc2)nc1-c1cccs1)NCCN1CCOCC1	12.1%	-1.3%	0.3%	1.6%	-12.7%	37.0%	nt	-4.7%	3.9%
O=C/C(=C\Nc1ccccn1)c1nc2cc(Cl)ccc2o1	2.4%	4.0%	7.4%	5.2%	22.4%	10.3%	-0.7%	3.4%	-8.5%
CCN1CNC(=S)N(Cc2ccccc2)C1	3.7%	2.0%	-1.4%	9.8%	-0.6%	-2.6%	-4.1%	-5.1%	-3.1%
CCCCCCCCSc1nnc(-c2ccc(OC)cc2)o1	20.9%	14.4%	16.0%	7.7%	7.4%	-1.7%	-4.0%	-7.8%	2.3%
CCOc1ccc(N(CC(=O)NCC2CCCO2)S(=O)(=O)c2ccc(Cl)cc2)cc1 (stereo not drawn)	-0.9%	0.3%	-0.3%	2.4%	-3.0%	-1.3%	4.0%	3.8%	-0.7%
NC(=O)c1cc([N+](=O)[O-])ccc1NCc1ccc(C(=O)O)cc1	7.5%	-2.3%	nt	3.5%	-3.3%	nt	nt	nt	nt
COc1ccc(N2CCN(C(=O)c3cccc4nc(C)oc34)CC2)cc1	20.1%	1.1%	-1.4%	15.2%	-4.5%	-4.3%	-7.1%	-6.1%	-2.3%
C=CCn1c2ccccc2c2n[nH]c(=S)nc21	6.9%	1.8%	-0.8%	3.0%	-1.6%	-29.4%	nt	-7.7%	7.2%
CCOC(=O)C1=C(C)N(c2ccc(OC)cc2)C(=O)/C1=C\c1ccc(O)c(OCC)c1	28.2%	3.6%	0.6%	6.9%	-7.0%	-8.0%	nt	-6.4%	-3.4%
CCn1c(N)c(C(=O)NC)sc1=S	0.3%	1.0%	1.4%	?	7.3%	-38.5%	0.0%	0.4%	1.2%
O=C(COc1cccc2c1CCN(Cc1ccccc1F)C2=O)N1CCCCC1	-17.4%	17.8%	1.1%	3.8%	0.0%	-9.6%	-3.6%	-3.2%	3.7%
Oc1ccc(/C=N/Nc2ncc(Br)cn2)c(O)c1	?	10.6%	0.2%	?	nt	0.9%	-13.1%	3.8%	-12.8%
O=C(NNC(=O)C12CC3CC(CC(C3)C1)C2)c1csc(N2CCOCC2)n1	0.6%	-0.1%	nt	4.7%	-7.2%	nt	nt	nt	nt
Cc1cc(C)n(-c2ccc(C(=O)NCc3ccc4c(c3)OCO4)cc2)n1	6.5%	1.2%	1.8%	7.1%	-6.5%	-0.9%	-1.6%	-10.9%	2.6%
CC1CCCN(c2nc3nonc3nc2Nc2ccccc2F)C1 (stereo not drawn)	3.2%	-1.5%	-1.2%	6.4%	-6.2%	-14.8%	-8.2%	-4.6%	-6.4%
NS(=O)(=O)c1ccc(CCNC(=O)CSc2ccc(Cl)cc2)cc1	6.7%	0.9%	2.5%	10.5%	4.8%	7.7%	-8.2%	-9.7%	13.3%
CCOC(=O)/C=C/C(=O)Nc1ccc(Oc2ccccc2)cc1	11.2%	7.4%	0.3%	10.9%	-7.6%	-6.8%	-15.2%	-2.7%	1.0%
O=C(O)C1CSC2(c3ccc(F)cc3)CCC(=O)N12 (stereo not drawn)	25.5%	1.1%	0.3%	6.6%	2.3%	3.6%	-7.7%	-5.9%	7.4%
CCOC(=O)C1(Cc2ccc(OC)cc2)CCN(C(=O)c2cccc3nccnc23)CC1	6.4%	1.6%	-0.5%	4.2%	-0.9%	16.3%	-4.3%	-2.7%	1.7%
O=C(NCc1n[nH]c(=S)n1-c1ccc(Br)cc1)c1cccs1	10.6%	-0.9%	-1.4%	0.5%	-2.2%	-10.6%	0.2%	-5.6%	7.4%
CCN(CC)c1ccc(NC(=O)CN2C(=O)CSc3ncccc32)c(C)c1	8.5%	-0.2%	0.5%	14.2%	-9.7%	-13.4%	-3.7%	-7.1%	-4.3%
COC(=O)CN(c1ccccc1F)S(=O)(=O)c1ccccc1	76.4%	0.5%	-1.0%	5.6%	-0.8%	4.4%	2.3%	-9.2%	-5.3%
COc1cccc(NC(=S)/C(=C(\[O-])c2cc(C)n(-c3ccccc3F)c2C)[n+]2ccc(N(C)C)cc2)c1	-0.1%	9.0%	-0.2%	9.0%	8.9%	12.5%	-8.7%	5.6%	-5.9%
Cc1cc[n+](-c2[nH]c(=O)sc2/C=N/N=C(\[O-])c2ccccc2)cc1C	5.4%	nt	115.6%*	5.2%	?	-1.8%	-7.5%	0.5%	-14.1%
COC(=O)C1=C(C)N=C2SC(C#N)=C(N)N2C1c1cccc(OC)c1 (stereo not drawn)	7.0%	-0.5%	-2.5%	16.6%	-3.8%	25.4%	-1.8%	-2.4%	-1.4%
Clc1ccc(-c2ccnc(Oc3cc(Cl)ccc3Cl)n2)cc1	4.6%	0.4%	0.8%	11.1%	-2.7%	1.9%	-7.2%	-9.2%	1.3%
CCC(=O)C1=C(O)C(c2cccc(Oc3ccccc3)c2)CCC1=O (stereo not drawn)	5.0%	9.3%	1.4%	-1.9%	-8.2%	9.1%	-2.5%	-0.4%	4.8%
O=C(CCc1nnc(-c2ccccc2)o1)NCc1cc(F)ccc1F	9.6%	0.1%	-1.5%	3.8%	-6.2%	10.1%	-2.9%	-6.6%	0.6%
O=C(Nc1cccc(C(=O)Nc2cccc(C(F)(F)F)c2)c1)c1ccc(=O)[nH]c1	15.3%	0.3%	8.1%	8.5%	0.0%	11.3%	nt	-9.0%	2.7%
CCN1CCc2c(sc(NC(=O)c3ccc(C(=O)c4ccccc4)cc3)c2C(N)=O)C1	9.0%	0.2%	1.9%	8.3%	-6.4%	3.7%	nt	-0.5%	0.2%
CCOC(=O)c1ccc(N2CCOCC2)c(NC(=O)COCC(=O)O)c1	20.4%	1.4%	-2.8%	3.2%	-0.8%	2.4%	nt	-7.7%	-4.7%
CN(C)S(=O)(=O)c1cccc(NC(=S)N(CCC#N)Cc2cccnc2)c1	20.2%	2.4%	-0.3%	4.8%	-1.5%	-1.9%	-4.7%	-5.3%	0.1%
O=C(Cn1cc(/C=N/NC(=O)c2ccccc2Br)c2ccccc21)Nc1ccc(F)cc1	6.7%	?	3.6%	2.2%	-5.5%	8.5%	-2.0%	-4.2%	3.1%
Cc1ccc(-n2c(C)cc(C(=O)NS(=O)(=O)c3ccc(C)cc3)c2C)cc1	7.8%	3.7%	4.7%	-2.6%	18.2%	-3.0%	-0.6%	0.1%	-0.8%
COc1ccc(Nc2nc(C)c(-c3ccccc3)s2)cc1	15.2%	3.1%	-2.2%	8.4%	5.1%	?	-1.0%	3.0%	-7.6%
COc1cc(CC(=O)Nc2ccc(S(=O)(=O)N(C)C)cc2)cc(OC)c1OC	1.4%	1.0%	-1.1%	5.1%	-1.4%	-6.8%	-6.7%	1.8%	-3.4%
O=C(Nc1cccc(Cl)c1)C1C2CCC3C(CCC21)C3(Cl)Cl (stereo not drawn)	-32.5%	10.4%	2.8%	4.3%	-3.3%	?	-3.3%	-6.2%	2.4%
O=C(CSc1ccc2c(c1)OCCO2)Nc1cccc(S(=O)(=O)N2CCCCC2)c1	16.0%	17.2%	-2.3%	5.4%	0.0%	-2.2%	1.2%	-2.9%	9.0%
COc1ccccc1NC(=O)c1c(C)cc(=O)oc1C	1.6%	0.4%	0.9%	-4.3%	7.5%	-12.1%	-6.4%	-6.8%	-3.9%
O=C(NC(=S)NNC(=O)c1ccccc1O)c1ccc([N+](=O)[O-])cc1	16.4%	3.7%	7.0%	11.9%	2.6%	-13.2%	nt	-6.5%	9.2%

Of the compounds above, 3 contain an aryl thioether with sulfur outside any ring.
SMILES	SV40 large T antigen	RSV antiviral HEp-2	HIV fusion peptide	MgcRacGAP inhibition	NS5 inhibitors	AID2073	XIAP displacement	LYP phosphatase	SIAH1 antagonists	others
CCCCCCCCSc1nnc(-c2ccc(OC)cc2)o1	20.9%	14.4%	16.0%	7.7%	7.4%	-1.7%	-4.0%	-7.8%	2.3%
NS(=O)(=O)c1ccc(CCNC(=O)CSc2ccc(Cl)cc2)cc1	6.7%	0.9%	2.5%	10.5%	4.8%	7.7%	-8.2%	-9.7%	13.3%
O=C(CSc1ccc2c(c1)OCCO2)Nc1cccc(S(=O)(=O)N2CCCCC2)c1	16.0%	17.2%	-2.3%	5.4%	0.0%	-2.2%	1.2%	-2.9%	9.0%

Further records follow:
SMILES	SV40 large T antigen	RSV antiviral HEp-2	HIV fusion peptide	MgcRacGAP inhibition	NS5 inhibitors	AID2073	XIAP displacement	LYP phosphatase	SIAH1 antagonists	others
Cc1ccc(NS(=O)(=O)c2ccc(C(=O)NCCCN3CCCC3=O)cc2)cc1C	14.0%	-0.6%	nt	10.9%	8.8%	nt	nt	nt	nt
Cc1ccc(C)c(N2CCN(C(=O)Cn3ncn4cccc4c3=O)CC2)c1	5.7%	1.4%	-1.2%	12.6%	1.4%	5.6%	nt	-7.5%	-5.2%
CC(C)(C)c1ccc(S(=O)(=O)N2CCC(c3nc4ccc(Cl)cc4[nH]3)CC2)cc1	9.4%	9.3%	-2.5%	3.8%	-0.7%	0.4%	-1.5%	6.8%	5.9%
COc1ccc(C(=O)Nc2cc3c4c(c2)CC(=O)N4CCC3)c(OC)c1	5.1%	-0.1%	nt	1.8%	1.4%	nt	nt	nt	nt
CC12CCC(C(=O)NCc3ccccn3)(OC1=O)C2(C)C (stereo not drawn)	2.0%	1.4%	1.0%	7.7%	-6.7%	-3.9%	-2.2%	-4.7%	1.0%
O=C(CS(=O)(=O)c1cccc(Cl)c1)Nc1ccccc1Cl	19.1%	0.1%	-2.1%	4.1%	-3.1%	-2.4%	-2.3%	-0.9%	1.3%	NS5 inhibitors pilot replicate=3.6
CS(=O)(=O)c1ccc2nc(NC(=O)CS(=O)(=O)Cc3ccccc3)sc2c1	8.0%	4.3%	6.5%	17.1%	-8.4%	2.4%	-5.7%	-0.2%	-9.9%
CCN(CC(=O)Nc1ccc2c(c1)OCCO2)C(=O)/C=C/c1ccc(OC)cc1OC	13.8%	1.6%	-1.3%	12.2%	-3.2%	5.3%	nt	-12.3%	-9.1%
O=C1c2ccccc2C(=O)N1Cc1nc(-c2ccncc2)no1	4.9%	1.2%	-0.1%	1.9%	-4.9%	2.0%	-6.6%	0.5%	-1.1%
Cc1ccc(S(C)(=O)=O)cc1C(=O)NC(C)C1CC2CCC1C2 (stereo not drawn)	4.8%	1.3%	1.0%	5.4%	-5.0%	7.9%	nt	-7.5%	10.8%
Cc1ccc(CNC(=O)C2CCC(=O)N(Cc3cccc(C(F)(F)F)c3)C2)o1 (stereo not drawn)	6.8%	0.3%	0.3%	10.5%	-3.2%	2.9%	nt	-5.0%	-1.5%
CCOc1ccc(C(=O)N2CCN(c3cccc(C)c3C)CC2)cc1	5.5%	5.2%	-2.5%	-1.2%	-5.5%	?	-0.4%	3.0%	0.0%
C=CCn1c(O)c(C2=c3ccccc3=NC2=O)s/c1=N/c1nccs1	18.4%	1.7%	9.1%	11.0%	-1.4%	-0.3%	2.0%	-4.0%	-5.8%
OCCCNC(=S)Nc1ccc2nc(-c3ccccn3)c(-c3ccccn3)nc2c1	13.3%	1.3%	16.1%	2.3%	16.1%	39.5%	-2.2%	-4.1%	-3.6%

High-throughput results from PubChem.
